MT1-MMP act inh: blockers of MT1-MMP proenzyme processing, primary screen, HT1080 RFP-PRO-GFP cells, GFP/RFP fluorescence. actives 0.061% (n = 360,000). AID 651647, 2012. Matrix metalloproteinase-14 (Homo sapiens), P50281. GFP/RFP ratio change, % at 20 µM. GFP/RFP ratio fluorescence, overnight; percent of plate control window, DMSO zero;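 active means GFP/RFP ratio change of at least 30% with cell ATP level not reduced by more than half and red fluorescence within 50% of control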; further: strong numbers were not always called active
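Assay system: HT1080 RFP-PRO-GFP cells | Dosing: 20 µM single dose, 1% DMSO | Incubation: Cells overnight before dosing, compound overnight, 37 °C, 5% CO2 | Evaluation: GFP/RFP fluorescence ratio | Control set: DMSO-only wells and HT1080 RFP-L50D-GFP cell wells as references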
SKN-1 block: suppressors of acrylamide-induced Pgst-4::GFP reporter in worms, primary screen, SKN-1 inhibitor project, whole organism, uHTS, GFP/RFP fluorescence ratio, strain VP596 | C. elegans VP596 Pgst-4::GFP/RFP ratio, 24 h | inhibition, % at 21.8 µM | actives 0.49% (n = 360,000);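 active means interference check ratio from 0.5 to 1.5 plus GFP to RFP signal ratio inhibition reaching or exceeding a fixed threshold, cut at about 30% in these data, passing the limit was not always enough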; further: some compounds called inactive have numbers as strong as hits
Neddyl block: inhibitors of cullin neddylation, primary screen, biochemical, TR-FRET, uHTS, NAE and Ubc12; calls only at 25 µM; actives 0.58% (n = 360,000); AID 651699, 2012; in the data active means inhibition above about 36%
Target sequence (P61081 whole entry, looked up): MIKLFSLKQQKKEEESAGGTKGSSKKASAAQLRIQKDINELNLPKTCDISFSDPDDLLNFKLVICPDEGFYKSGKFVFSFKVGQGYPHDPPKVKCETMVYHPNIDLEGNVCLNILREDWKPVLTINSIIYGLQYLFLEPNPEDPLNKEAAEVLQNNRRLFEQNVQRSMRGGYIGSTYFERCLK
Target sequence (Q13564 whole entry, looked up): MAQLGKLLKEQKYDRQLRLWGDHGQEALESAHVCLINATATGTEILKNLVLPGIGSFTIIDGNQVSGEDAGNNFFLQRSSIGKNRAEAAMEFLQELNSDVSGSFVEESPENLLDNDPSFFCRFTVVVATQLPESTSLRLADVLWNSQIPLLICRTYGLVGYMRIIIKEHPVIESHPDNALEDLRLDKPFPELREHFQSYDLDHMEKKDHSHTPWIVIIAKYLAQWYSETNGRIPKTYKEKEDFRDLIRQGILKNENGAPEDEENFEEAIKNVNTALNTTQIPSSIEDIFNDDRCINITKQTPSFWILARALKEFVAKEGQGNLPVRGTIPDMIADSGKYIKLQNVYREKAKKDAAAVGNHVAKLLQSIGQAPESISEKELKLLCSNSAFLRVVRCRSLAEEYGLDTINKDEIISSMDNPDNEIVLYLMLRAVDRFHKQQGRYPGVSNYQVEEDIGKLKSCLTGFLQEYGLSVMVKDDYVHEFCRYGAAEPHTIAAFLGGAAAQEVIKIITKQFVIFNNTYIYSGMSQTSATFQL
Rin1-Abl PPI inh: inhibitors of Rin1-Abl protein binding, primary screen, biochemical, TR-FRET; Tyrosine-protein kinase ABL1 (Homo sapiens) + Ras and Rab interactor 1 (Homo sapiens), …; AID 588664, 2011; inhibition, % at 7.35 µM; actives 0.4% (n = 360,000); in the data active means inhibition above about 5%, passing the limit was not always enough
MsrA inh: bovine MsrA enzyme inhibitors, primary screen, biochemical, absorbance, HTS; AID 651718, 2012; Methionine sulfoxide reductase A (Bos taurus); actives 0.75% (n = 360,000); inhibition, % at 15.5 µM; purified bovine MsrA, absorbance read-out; in the data active means inhibition above about 4.5%;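 further: 0% = vehicle wells with enzyme and 100% = reference inhibitor wells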
CendR NRP1 mod: modulators of CendR peptide binding to NRP-1, primary screen, biochemical, fluorescence polarization, uHTS | FAM-RPARPAR peptide binding to NRP-1 | inhibition, % at 25 µM | actives 0.85% (n = 360,000) | AID 602438, 2012;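 active means inhibition or corrected inhibition above about 18%, plus a signal ratio from 0.5 to 1.5, limit read from the data, passing the limit was not always enough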; further: strong numbers were not always called active
FAS TE block: FAS thioesterase domain inhibitors, primary screen, biochemical, fluorescence intensity, uHTS | Fatty acid synthase (Homo sapiens), P49327 | recombinant FAS-TE, OMFH fluorogenic substrate, fluorescence endpoint | inhibition, % at 15 µM | actives 0.67% (n = 360,000);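 active means compounds whose normalised, plate-corrected inhibition of enzyme fluorescence in the single-dose primary screen is 50% or more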;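 further: 0% = DMSO with enzyme and 100% = substrate without enzyme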
bovine MsrA act: bovine MsrA enzyme activators, primary screen, biochemical, absorbance, HTS; purified bovine MsrA, absorbance read-out; activation, % at 10.6 µM; actives 0.3% (n = 360,000); in the data active means activation above about 7.5%;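 further: 0% = vehicle and 100% = reference activator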
E coli Lon inh: inhibitors of E. coli Lon protease, primary screen, biochemical, fluorescence polarization; AID 602123, 2011; actives 0.42% (n = 360,000); inhibition, % at 7.94 µM; purified E. coli Lon protease; in the data active means inhibition above about 13%, passing the limit was not always enough;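 further: 0% = enzyme with probe and DMSO and 100% = no enzyme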
* marks the source's active call; other numbers are inactive results; i = inactive; · = not tested or not shown; & = joins results of further samples.

SMILES | MT1-MMP act inh | SKN-1 block | Neddyl block | Rin1-Abl PPI inh | MsrA inh | CendR NRP1 mod | FAS TE block | bovine MsrA act | E coli Lon inh
S=P(NCCNP(=S)(N1CC1)N1CC1)(N1CC1)N1CC1 | -8 | 1 | i | 1 | -0.6 | -4 | -9 | -14 | -6
C=CCN1C(=O)/C(=C/c2ccc3c(c2)CCCN3CCC)C(=O)NC1=S | 13 | 15 | i | -1 | 3.0 | -46 | -6 | -6 | -57
COC(=O)C1=C(c2ccc(-c3ccccc3)c(F)c2)C[C@@H]2CC[C@H]1N2C(=O)N1CCCC1 | 16 | -1 | i | 2 | -1.8 | 0 | 17 | -1 | 3
O=[N+]([O-])c1ccccc1CCl | 1 | -10 | i | 4 | 0.0 | -5 | 1 | -8 | -1
CC12Cc3cn[nH]c3C=C1CCC1C2CCC2(C)C1CCC2(C)O (stereo unspecified) | 2 | 29 | i | 0 | -0.6 | 6 | 4 | -3 | -11
C[C@@H]1CN([C@@H](C)CO)C(=O)CCCn2nncc2CO[C@H]1CN(C)C(=O)Oc1cccc2ccccc12 | 0 | 0 | i | -1 | -1.4 | 5 | -10 | 0 | 3
O=[N+]([O-])c1ccc(C(c2ccc([N+](=O)[O-])cc2)c2ccc([N+](=O)[O-])cc2)cc1 | 15 | 5 | i | 4 | 0.0 | 4 | 47 | -2 | -2
COc1ccc(C(O)P(=O)(Oc2ccccc2)Oc2ccccc2)cc1 (stereo unspecified) | 2 | -2 | i | 0 | 0.0 | 4 | 3 | -8 | 0
CNc1cc(Cl)c2nonc2c1[N+](=O)[O-] | 3 | -4 | i | 2 | 3.3 | 15 | 35 | -16 | -4
NCCCCCC(=O)OC1N=C(c2ccccc2Cl)c2cc(Br)ccc2NC1=O (stereo unspecified) | -3 | -9 | i | 4 | -0.1 | -5 | -3 | -9 | 2
Cc1nc2ccccn2c1P(=S)(N1CCCCC1)N1CCCCC1 | -1 | 23 | i | 0 | 0.2 | -9 | 5 | -2 | 2
c1ccc(CCN2CCCCC2)nc1 | 6 | -7 | i | 3 | -1.2 | 14 | -5 | -2 | -9
Oc1ccc2c3c1OC1c4[nH]c5ccccc5c4C[C@@]4(O)C(C2)N(CC2CC2)CC[C@]314 (stereo partly specified) | -8 | 9 | i | 4 | 0.5 | -16 | 4 | 0 | -5
C[C@H]1CCC/C=C/[C@@H]2C[C@H](O)C[C@H]2[C@H](O)/C=C/C(=O)O1 | 2&0 | -2&10 | i | -1&-2 | 0.3&-0.1 | 9&0 | -2&-3 | -2&-3 | -10&-7
COc1ccc2nc(NC3=NCCN3)sc2c1 | 10 | 22 | i | -1 | 0.4 | 10 | -10 | -2 | -17
CCC12CN3CCN(CC(C3)/C1=N\O)C2 | 3 | -8 | i | 1 | 1.3 | 17 | 1 | -4 | -4
CN1C(=O)NC(=O)/C(=C/c2ccc([N+](=O)[O-])s2)C1=O | -2 | 11 | i | -1 | 1.8 | -6 | 0 | 0 | -26
Cn1c(O)c(N=Nc2cccc(S(=O)(=O)N3CCOCC3)c2)c(=O)n(C)c1=O | 3 | 3 | i | 0 | 1.2 | 6 | 0 | -2 | -3
COc1ccc(C(c2nnnn2-c2c(C)cccc2C)N2CCC3(CC2)C(=O)NCN3c2ccccc2)cc1 (stereo unspecified) | -6 | 13 | i | 4 | 1.7 | 11 | 50* | -2 | 2
CC(C)(C)C(=O)N1Cc2cc(-c3ccccc3)ccc2-n2nncc2C1 | -4 | 13 | i | 1 | 0.1 | -14 | -5 | -3 | -3
Cc1nonc1OCCNc1ccc([N+](=O)[O-])c2cccnc12 | 1 | 14 | i | -11 | 0.0 | -12 | 24 | -4 | -18
CN1CCN(c2ccc(C(N)=O)cc2N)CC1 | -1 | -5 | · | 0 | 0.7 | 0 | -8 | -3 | 0
Cc1ccc(-n2nc(C)c3c2NC(=O)CSC3c2ccc3c(c2)OCO3)cc1 (stereo unspecified) | -4 | 21 | i | 2 | -0.5 | 4 | -104 | -4 | 9
OCC1CO1 (stereo unspecified) | 3 | 1 | i | 2 | 0.9 | 6 | -5 | -6 | 12
O=C1NC(=O)C(C/C=C/c2ccccc2)C(=O)N1 | 2 | 24 | i | 1 | 0.1 | 11 | 3 | -1 | 10
COC(=O)C1=C(c2cccc(C#N)c2)C[C@@H]2CC[C@H]1N2C(=O)NCCOc1ccccc1 | -1 | -12 | i | 2 | -0.8 | 14 | 0 | 0 | -4
CC1=C2C(=O)C3C(CC=C4CC(O)CCC43C)C2CCC12OC1CC(C)CNC1C2C (stereo unspecified) | -2 | -1 | i | 2 | 0.3 | 0 | -7 | 0 | -13
Cc1ccc2c(c1)C1CN(C)CCC1N2C(=O)c1ccc(Br)o1 (stereo unspecified) | -2 | 1 | i | 2 | 0.6 | -29 | -7 | 0 | -3
CN1C(=O)N(C)C(=O)C2(Cc3cc(NC(=O)c4ccc(F)cc4)ccc3N3CCCC32)C1=O (stereo unspecified) | -1 | -8 | i | 4 | -0.2 | -45 | -4 | -8 | -24
CN(C(=O)Cc1ccc2c(c1)OCO2)C1CCCN(Cc2ccccc2F)C1 (stereo unspecified) | -3 | -5 | i | 0 | -1.1 | 17 | -1 | -3 | 1

4 entries from above, reformatted.
smiles	MT1-MMP act inh	SKN-1 block	Neddyl block	Rin1-Abl PPI inh	MsrA inh	CendR NRP1 mod	FAS TE block	bovine MsrA act	E coli Lon inh
CC1=C2C(=O)C3C(CC=C4CC(O)CCC43C)C2CCC12OC1CC(C)CNC1C2C (stereo unspecified)	-2	-1	i	2	0.3	0	-7	0	-13
Cc1ccc2c(c1)C1CN(C)CCC1N2C(=O)c1ccc(Br)o1 (stereo unspecified)	-2	1	i	2	0.6	-29	-7	0	-3
CN1C(=O)N(C)C(=O)C2(Cc3cc(NC(=O)c4ccc(F)cc4)ccc3N3CCCC32)C1=O (stereo unspecified)	-1	-8	i	4	-0.2	-45	-4	-8	-24
CN(C(=O)Cc1ccc2c(c1)OCO2)C1CCCN(Cc2ccccc2F)C1 (stereo unspecified)	-3	-5	i	0	-1.1	17	-1	-3	1

Next section:
SMILES | MT1-MMP act inh | SKN-1 block | Neddyl block | Rin1-Abl PPI inh | MsrA inh | CendR NRP1 mod | FAS TE block | bovine MsrA act | E coli Lon inh
O=[N+]([O-])c1cccc(CCl)c1 | -1 | -8 | i | 1 | · | -29 | -5 | -16 | 5
COC(=O)C1=C(c2cccc(OCc3ccccc3)c2)C[C@@H]2CC[C@H]1N2C(=O)NCCOc1ccc(OC)cc1 | -1 | 17 | i | 2 | -0.4 | 6 | 18 | -2 | 3
Nc1ccccc1N=Cc1c(O)n(CCC2=CCCCC2)c(=O)[nH]c1=O | -11 | -4 | i | 3 | 1.4 | -22 | -7 | -10 | -9
CCC(=O)c1ccc(OC)c(OC)c1 | 0 | -16 | i | -1 | 0.4 | 9 | 0 | -2 | -3
O=C(O)C1C2CCC(O2)C1C(=O)Nc1ccc(F)c(F)c1 (stereo unspecified) | 4 | 18 | i | 1 | -1.6 | -8 | -7 | -2 | 3
CCOC(=O)N(c1ccccc1)P1(=S)OCCO1 | 4 | 8 | i | 1 | 0.4 | -4 | -4 | -2 | 12
CCCSP1(=S)NCCCO1 (stereo unspecified) | 1 | 2 | i | -1 | 0.6 | 3 | -6 | -2 | 10
COc1ccc(CN2Cc3cnnn3-c3ccccc3C2c2ccccc2)cc1 (stereo unspecified) | -6 | 3 | i | -6 | 0.3 | -18 | 20 | -8 | -1
CC1CN=C(NCc2ccccc2Cl)S1 (stereo unspecified) | -8 | 8 | i | 0 | 1.0 | -1 | -19 | 0 | -4
N=c1c2c(n(Cc3ccc(Cl)cc3Cl)c3c1CCC3)CCCC2 | -13 | 31 | i | 0 | · | -2 | -10 | -4 | -11
OC1(c2ccccc2F)CC2CCC(C1)N2CCN1CCOCC1 (stereo unspecified) | 4 | -5 | i | -1 | -0.5 | -13 | -7 | -4 | -1
CCN1C[C@]2(CO)CC[C@H](OC)[C@@]34C5C[C@H]6[C@H](OC)C5[C@](O)(C[C@H]6OC)[C@@](O)(C(OC)C23)[C@@H]14 (stereo partly specified) | 2 | 0 | i | -4 | · | 12 | -7 | -3 | -1
CC(C)c1ccc(N=Cc2c(O)n(C3CC3)c(=S)[nH]c2=O)cc1 | 0 | -8 | i | -2 | 0.4 | -2 | -3 | 3 | -5
Cc1ccccc1C1=NCC(=O)N(CC(=O)N2CCCCC2)c2sc(C)c(C)c21 | 2 | 4 | i | -6 | -0.1 | -11 | 27 | 0 | 6
O=C1Nc2ccc(Br)cc2C(c2ccccc2)=NC1O (stereo unspecified) | -3 | -17 | i | 4 | 0.5 | 8 | 1 | -10 | -7
CN(C)c1ccc(CN2CC=C(c3ccc(F)cc3)CC2)cc1 | 9 | -12 | i | 1 | -0.1 | 0 | 2 | -8 | -2
O=C(N/N=C/c1c(O)n(-c2ccccc2)c(=S)[nH]c1=O)c1ccccc1 | 2 | 3 | i | -3 | 1.3 | -12 | 7 | 3 | 4
S=C(NCCc1ccccc1)N1Cc2ccccc2-n2nncc2C1 | -4 | 18 | i | 1 | -1.0 | -6 | 11 | -1 | -4
O=C(NC(Cc1ccccc1)C(=O)N1CCC2(CC1)OCCO2)C1CCCCC1 (stereo unspecified) | -4 | -1 | i | -2 | -0.7 | -1 | -4 | 2 | -7
Cc1cccc(NP(=O)(Oc2ccccc2)Oc2ccccc2)c1C | -1 | 14 | i | -1 | -0.5 | 6 | 14 | 0 | -7
CCN1C[C@]2(COC)CC[C@H](O)[C@@]34C5C[C@@H]6[C@@H](OC)C[C@@](O)(C5[C@H]6O)[C@](O)([C@@H](OC)C23)[C@@H]14 (stereo partly specified) | 8 | -5 | i | -2 | -1.3 | 0 | -3 | -1 | -5
Cc1ccc(-c2nc(N3CCOCC3)s[n+]2-c2ccccc2)cc1 | 1 | -1 | i | 0 | -0.8 | 1 | -12 | -6 | -11
CC(=NCC1CCCO1)c1c(O)n(-c2ccc(Cl)cc2)c(=O)[nH]c1=O (stereo unspecified) | 0 | 5 | i | 3 | -0.6 | -1 | -8 | 1 | -4
CN1CCCC1c1ccc(=O)[nH]c1 (stereo unspecified) | -1 | 3 | i | 2 | 0.3 | 2 | -7 | -4 | 0
Cc1ccc(C2N(c3cc(C)on3)C(=O)C3CCCN32)cc1 (stereo unspecified) | -5 | 14 | i | 0 | 1.2 | -3 | -5 | -4 | -3
COc1ccccc1Cn1c(SCC#N)nc2cc(C(=O)N3CCC4(CC3)OCCO4)ccc2c1=O | -4 | -9 | i | 1 | -1.0 | -2 | 32 | -2 | -4
CCC1([N+](=O)[O-])COP(N)(=O)OC1 (stereo unspecified) | -21 | 4 | i | 3 | -0.3 | 7 | -7 | -3 | -19
CC(=NCCN1CCOCC1)c1c(O)n(C2CCCCC2)c(=O)[nH]c1=O | 5 | 10 | i | -2 | -0.2 | 10 | -6 | 0 | 0
O=C(Cn1ncc2c3ccccc3n(Cc3ccccc3F)c2c1=O)N1CCC2(CC1)OCCO2 | -3 | 13 | i | 4 | 0.0 | 1 | 3 | -1 | -9
COC(=O)CN1C(=O)C2(C(C(=O)OC)=C(N)Oc3ccccc32)C2=C1CC(C)(C)CC2=O (stereo unspecified) | 1 | 17 | i | -2 | -0.9 | 8 | -9 | 0 | 3
CN1CCN(C(=S)SCC(=O)Nc2ccc(Cl)cc2C(=O)c2ccccc2)CC1 | -1 | -1 | i | -6 | -0.9 | 3 | 21 | -7 | 0

Assay outcomes (PubChem)

The list is partial; the hit share may differ from the screen's.
